POLK inh: DNA polymerase kappa (human) inhibition; purified Pol kappa, fluorescent DNA synthesis assay, 10 min; Potency, µM (doses to about 107 µM), for the others: at the highest dose activity, negative = inhibition, actives largely listed as inhibitors; 0.53% of 400,000 active; note: potency is the fitted concentration of half-maximal effect; % is set by controls: 0 for no effect and ±100 for the full control effect
Target sequence (Q9UBT6 whole entry, looked up): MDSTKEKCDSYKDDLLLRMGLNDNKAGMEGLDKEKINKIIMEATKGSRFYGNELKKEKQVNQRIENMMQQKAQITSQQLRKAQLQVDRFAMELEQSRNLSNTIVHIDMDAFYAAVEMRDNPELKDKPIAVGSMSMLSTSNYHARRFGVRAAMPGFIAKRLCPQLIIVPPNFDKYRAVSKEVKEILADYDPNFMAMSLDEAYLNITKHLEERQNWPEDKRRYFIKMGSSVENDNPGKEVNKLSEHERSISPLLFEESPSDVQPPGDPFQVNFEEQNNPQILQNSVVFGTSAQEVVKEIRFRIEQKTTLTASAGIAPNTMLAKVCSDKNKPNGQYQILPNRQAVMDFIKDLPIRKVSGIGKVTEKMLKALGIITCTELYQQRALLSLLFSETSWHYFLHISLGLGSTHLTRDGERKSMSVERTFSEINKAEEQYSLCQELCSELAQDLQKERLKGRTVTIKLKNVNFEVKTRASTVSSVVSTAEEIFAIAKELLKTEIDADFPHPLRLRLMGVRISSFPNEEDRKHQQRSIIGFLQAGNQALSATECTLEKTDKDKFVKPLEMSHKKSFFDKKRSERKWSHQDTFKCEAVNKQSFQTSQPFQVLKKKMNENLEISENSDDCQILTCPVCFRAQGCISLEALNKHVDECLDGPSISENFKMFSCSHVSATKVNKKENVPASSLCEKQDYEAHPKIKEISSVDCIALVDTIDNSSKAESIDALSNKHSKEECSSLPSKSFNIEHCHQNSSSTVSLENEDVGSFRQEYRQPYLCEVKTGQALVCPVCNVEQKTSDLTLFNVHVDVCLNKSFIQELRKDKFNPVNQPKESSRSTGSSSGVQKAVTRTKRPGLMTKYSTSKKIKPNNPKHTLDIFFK
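Inhibition of 10 nM Pol kappa is measured by a fluorescent read-out at 0 and 10 min following addition of 50 nM substrate (final), with a 15-min room-temperature compound preincubation.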
POLB inh: inhibitors of human DNA polymerase beta. P06746. Pol beta primer extension/strand displacement, fluorescence kinetic. Potency, µM (highest dose often 114 µM), for inactives: at the top dose activity change, negative = inhibition, most hits filed as inhibitors. 1.3% of 340,000 active. AID 485314; note: potency is the fitted concentration of half-maximal effect; % is set by controls: 0 for no effect and ±100 for the full control effect
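10 nM enzyme + cpd, 15 min RT; start with substrate 50 nM final; read 0 min and after 10 min RT. Corrected, normalized data; 4-parameter Hill curve fit.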
APE1 inh: blocks human APE1 abasic DNA cleavage | P27695 | recombinant APE1, TAMRA/BHQ-2 abasic DNA cleavage fluorescence | Potency, µM (doses to about 65.8 µM), without a hit: at the top dose activity change, negative = inhibition, most hits filed as inhibitors | 0.35% of 350,000 active;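 note: potency is the fitted concentration of half-maximal effect; plate controls were vehicle for no effect and reference inhibitor for full effect; nearly all actives have a fitted effect of over 55% in size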
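APE1 at 0.75 nM preincubated 15 min at room temperature with compound. Reaction then started with 50 nM double-stranded THF-abasic substrate labelled with TAMRA/BHQ-2, and 525/598 nm fluorescence read kinetically. Activity taken as third-minus-first read difference, normalized to DMSO and NSC13755 controls.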
Pol iota inh: DNA polymerase iota (human) inhibition; Pol iota fluorescent replication assay, 10 min; Potency, µM (titrated, usually from 115 µM), for inactives: top-dose activity, negative = inhibition, hits mostly inhibitors; 1% of 390,000 active; note: potency is the fitted concentration of half-maximal effect
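Pol iota at 10 nM preincubated 15 min with compounds at room temperature; reaction started with fluorescent substrate, 50 nM final. Fluorescence read kinetically at 0 and 10 min; buffer-only wells as negative control.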
Tb PGK inh: T. brucei PGK inhibition; P07378; PGK/GAPDH coupled, Kinase-Glo luminescence, 60 min; 0.043% of 380,000 active; Potency, µM (highest dose often 57.5 µM), for the others: top-dose activity change, negative = inhibition, actives largely listed as inhibitors; note: potency is the fitted concentration of half-maximal effect; % is set by controls: 0 for no effect and ±100 for the full control effect; nearly all actives have a fitted effect of over 60% in size
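Recombinant glycosomal PGK reaction used 1,3-bisphosphoglycerate generated in-well by GAPDH (100nM final) in 100mM TEA pH 7.6, 5mM MgCl2, 0.01% Tween-20. After 60 minutes at room temperature, ATP was read by Kinase-Glo Plus luminescence end-point.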
RXFP1 antagonist: blocks the human relaxin receptor RXFP1; Q9HBX9; 0.59% of 350,000 active; activity change, negative = inhibition, % at 57.5 µM; HEK293-RXFP1, relaxin-stimulated cAMP HTRF, 30 min; stronger effect = lower value;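 active = activity change of -60% or lower, but not beyond a set lower limit; inconclusive = change between -60% and -40%, or beyond the set limit; inactive = change above -40%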; note: % is set by controls: 0 for no effect and ±100 for the full control effect
Apoferritin bind: binds horse apoferritin like a general anesthetic. AID 485281. P02791. apoferritin/1-aminoanthracene competitive binding, fluorescence. Potency, µM (titrated, usually from 77.5 µM), inactives show at the highest dose activity change, negative = displacement, usual class: inhibitors. 0.074% of 350,000 active; note: potency is the fitted concentration of half-maximal effect; % is set by controls: 0 for no effect and ±100 for the full control effect; nearly all actives have a fitted effect of over 20% in size
Target sequence (P02791 2-175 limits assumed): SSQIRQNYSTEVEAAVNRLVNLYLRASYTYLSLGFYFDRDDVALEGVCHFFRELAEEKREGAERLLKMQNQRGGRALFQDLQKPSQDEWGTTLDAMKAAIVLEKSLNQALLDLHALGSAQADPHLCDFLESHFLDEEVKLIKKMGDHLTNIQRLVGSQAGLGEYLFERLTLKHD
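Probe: 1-aminoanthracene (50% saturated, PBS). Protein: horse-spleen apoferritin, 10 uM. Incubation: 10 min, room temperature. Detection: 380 nm excitation, 535 nm emission. Analysis: normalized response, four-parameter Hill.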
Pol eta inh: inhibitors of human DNA polymerase eta. Potency, µM (highest dose often 114 µM), inactives show at the top dose activity change, negative = inhibition, most hits filed as inhibitors. recombinant Pol eta, fluorescent DNA replication assay. 1.2% of 390,000 active. Q9Y253; note: potency is the fitted concentration of half-maximal effect; % is set by controls: 0 for no effect and ±100 for the full control effect
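Fluorescent replication assay: 50 nM final substrate added after a 15 min room-temperature compound preincubation with 10 nM enzyme. Signal taken at 0 min and again at 10 min.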
BLM inh: inhibitors of human Bloom syndrome helicase BLM | AID 2528 | Potency, µM (highest dose often 56.1 µM), inactives show at the highest dose activity change, negative = inhibition, hits mostly inhibitors | recombinant BLM DNA unwinding, fluorescence dequenching | 0.2% of 350,000 active;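 note: potency is the fitted concentration of half-maximal effect; plate controls were vehicle for no effect and no enzyme for full effect; nearly all actives have a fitted effect of over 35% in size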
* = called active by the depositor; i = inactive; u = inconclusive; x = not tested or not shown; & = joins results of further samples; [ ] = another dose, or the depositor's remark. Unless noted, calls come from the whole dose curve; as a rule, active = well fitted curve in the direction sought with a large enough effect; inconclusive = small, poorly fitted or top-dose-only effect, or another doubt; inactive = no such curve, though single readings can be large; an effect the other way counts as inactive or inconclusive. This is a subset, so the mix of outcomes need not match the whole.

SMILES | POLK inh | POLB inh | APE1 inh | Pol iota inh | Tb PGK inh | RXFP1 antagonist | Apoferritin bind | Pol eta inh | BLM inh
Cc1ccnc(SC2CC(=O)N(c3ccc([N+](=O)[O-])cc3)C2=O)n1 (stereo not given) | 3% | 0% | 34% | 33%[activator] | -10% | 8 | -6% | -13% | -5%
CCC(C)Sc1ccc([C@@H]2[C@@H]3C(=O)N(CC)C(=O)[C@@H]3[C@]3(C(=O)OC)CCCCN23)cc1OC (stereo not given in full) | -7% | x | -29% | 21% | -6% | x | x | -25% | x
COc1ccc(C2CC(C)=NN2C=O)cc1OC (stereo not given) | -6% | 21% | u | 12% | i | 3 | -4% | 12% | 3%
Cc1ccc(CNC(=O)C2CCCN2S(=O)(=O)c2ccc3c(c2)C(C)(C)C(=O)N3C)cc1 (stereo not given) | -9% | 15% | 10% | 15% | -10% | x | -13% | u | 3%
COc1ccc(OC)c(NP2(=O)OCC(C)([N+](=O)[O-])CO2)c1 (stereo not given) | -11% | x | x | 15% | i | -10 | x | -11% | x
COc1ccc(Cl)cc1S(=O)(=O)N1CCC(C(=O)NCCC2=CCCCC2)CC1 | -8% | 2% | -6% | -5% | 0% | -6 | u | -19% | -6%
O=C(COc1ccc(Br)cc1Br)NC(=S)Nc1cccc(CO)c1 | -9% | -18% | -11% | -23% | -2% | -5 | -23% | -19% | -3%
Nc1ccc(C2=Nc3cccc4cccc(c34)N2)cc1 | 3% | 2% | 4% | 16% | x | -16 | u | -17% | -15%
CCn1cc(/C=C(\NC(=O)c2ccccc2F)C(=O)NCCCN2CCOCC2)c2ccccc21 | -5% | 16% | 19% | 23% | 9% | -13 | -8% | -14% | 0%
CC(=O)NC(N1CCCCC1)C(F)(F)C(F)(F)C(F)(F)C(F)F (stereo not given) | -3% | 4% | -2% | -5% | -2% | 1 | u | -1% | -2%
CC(C)(C)c1ccc(C(=O)NC(Cc2c[nH]c3ccccc23)C(=O)OCC(=O)c2ccc(Br)cc2)cc1 (stereo not given) | -8%[60.1 µM] | 0% | x | 22% | i | -18 | -5% | -19% | -9%
O=C(N/C(=C\c1ccc(Br)cc1)C(=O)N1CCOCC1)c1ccco1 | -1% | 34% | 22% | 145%[activator] | -11% | 20 | -6% | -9% | -4%
CN(C(=O)c1ccc(-c2nn(C)c(=O)c3ccccc23)cc1)C1CCCCC1 | -17% | 0% | 69%[activator] | 95%[activator] | 2% | -25 | -4% | -5% | -2%
CCCCOc1ccc(C2OC34CCCCC3C(C#N)(C#N)C2(C#N)C(=N)O4)cc1 (stereo not given) | -34% | 1% | -8% | 16µM* | 4% | -1 | 271%[activator] | u | -6%
CCn1c(SCC(=O)Nc2ccc(Cl)cc2)nc2nc3c(cc2c1=O)CCCC3 | -19% | 30% | 1% | 8% | 1% | x | -3% | -6% | 3%
Cc1onc(-c2ccccc2)c1-c1n[nH]c(=S)n1-c1ccccc1Cl | -3% | 0% | 0% | 4% | 5% | -19 | -5% | -9% | 1%
O=C(c1ccc(OC2CCN(C/C=C/c3ccc(F)cc3)CC2)cc1)N1CCCCC1 | -9% | 3% | 23% | 5% | 6% | -21 | u | -11% | 1%
Nc1nc(Nc2cccc(Cl)c2)sc1C(=O)c1ccc(F)cc1 | -7%[60.1 µM] | -19% | x | -22% | 9% | -26 | -18% | u | -13%
COc1ccc(C)cc1S(=O)(=O)N1CCCC(C(=O)NC2CC2)C1 (stereo not given) | -21% | 34% | 25% | 32%[activator] | -2% | 3 | -3% | -20% | -2%
CN(CC(=O)Nc1ccc(N2CCOCC2)cc1)CC(=O)Nc1cccc(C#N)c1 | -16% | 1% | -4% | 12% | -3% | 3 | -8% | -8% | 3%
CCOc1cccc(-c2nnc3sc(-c4cc(OC)c(OC)c(OC)c4)nn23)c1 | -6% | 16% | 13% | 13% | 1% | -6 | -9% | -16% | 0%
COc1ccc(C(=O)Sc2ccc(Cl)cc2)cc1OC | -18% | 6% | 11% | 6% | 3% | -10 | -12% | -11% | -4%
CCOC(=O)c1oc2ccccc2c1N | -11% | 36% | 1% | 5% | -6% | -8 | -23% | -1% | 2%
CCOC(=O)CSc1n[nH]c(=S)s1 | 0% | 0% | 5% | -9% | 9% | -17 | 32%[activator] | 2% | -8%

Whole records as entered above:
Results for CCOc1cccc(-c2nnc3sc(-c4cc(OC)c(OC)c(OC)c4)nn23)c1 → POLK inh = -6%; POLB inh = 16%; APE1 inh = 13%; Pol iota inh = 13%; Tb PGK inh = 1%; RXFP1 antagonist = -6; Apoferritin bind = -9%; Pol eta inh = -16%; BLM inh = 0%
Results for CN(CC(=O)Nc1ccc(N2CCOCC2)cc1)CC(=O)Nc1cccc(C#N)c1 → POLK inh = -16%; POLB inh = 1%; APE1 inh = -4%; Pol iota inh = 12%; Tb PGK inh = -3%; RXFP1 antagonist = 3; Apoferritin bind = -8%; Pol eta inh = -8%; BLM inh = 3%
Results for COc1ccc(C)cc1S(=O)(=O)N1CCCC(C(=O)NC2CC2)C1 (stereo not given) → POLK inh = -21%; POLB inh = 34%; APE1 inh = 25%; Pol iota inh = 32%[activator]; Tb PGK inh = -2%; RXFP1 antagonist = 3; Apoferritin bind = -3%; Pol eta inh = -20%; BLM inh = -2%

(more compounds)
SMILES | POLK inh | POLB inh | APE1 inh | Pol iota inh | Tb PGK inh | RXFP1 antagonist | Apoferritin bind | Pol eta inh | BLM inh
CC1(C)Cc2cccc(OCC(=O)O)c2O1 | -12% | 24% | 0% | 15% | -7% | 3 | -3% | -9% | -1%
C=CCC[C@@H](Cc1ccc(F)cc1)C(=O)OC[C@@H](C)NC(=O)[C@@H](CC=C)CC(=O)N[C@H](CO)Cc1ccccc1 | 8% | x | -2% | -3% | -1% | x | x | -25% | x
Cc1[nH]n(-c2ccccc2)c(=O)c1C(C[N+](=O)[O-])c1ccc(F)cc1 (stereo not given) | -6% | 0% | 1% | 2.2µM* | -7% | 3 | 5% | -20% | 2%
CCCCCCCC(=O)NC(Nc1ccc(S(N)(=O)=O)cc1)C(Cl)(Cl)Cl (stereo not given) | -13% | 4% | -7% | 2% | -7% | 2 | u | -17% | -9%
Cc1cc(/C=C2\SC(=Nc3ccc(F)cc3)NC2=O)c(C)n1-c1ccc(S(N)(=O)=O)cc1 | -12% | 4% | -6% | -1% | 2% | -11 | -23% | -18% | -10%
COc1ccc(C2C(C(C)=O)=C(O)C(=O)N2CCc2c[nH]c3ccccc23)cc1OC (stereo not given) | -13% | 4% | 0% | 26% | -12% | 10 | -8% | -9% | -7%
COc1ccc2c(c1)[C@H]1[C@H](CO2)[C@H](c2ccccc2)[C@]2(C)C(=O)Nc3cc(OC)c(OC)cc3C(=O)N12 | -8% | x | 18% | 17% | 3% | x | x | -5% | x
COC(=O)c1cc(OC)c(OC)cc1N | -12% | -21% | 7% | 12% | 3% | 4 | 4% | -10% | 3%

Arranged by the number under Pol eta inh (descending): three of the compounds above.
SMILES | POLK inh | Pol iota inh | Tb PGK inh | RXFP1 antagonist | Pol eta inh | BLM inh
COc1ccc(C2CC(C)=NN2C=O)cc1OC (stereo not given) | -6% | 12% | i | 3 | 12% | 3%
CCOc1cccc(-c2nnc3sc(-c4cc(OC)c(OC)c(OC)c4)nn23)c1 | -6% | 13% | 1% | -6 | -16% | 0%
O=C(COc1ccc(Br)cc1Br)NC(=S)Nc1cccc(CO)c1 | -9% | -23% | -2% | -5 | -19% | -3%

(continued)
SMILES | POLK inh | POLB inh | APE1 inh | Pol iota inh | Tb PGK inh | RXFP1 antagonist | Apoferritin bind | Pol eta inh | BLM inh
COc1ccc(CNC(=O)c2cccc(-c3ccc(C)c4ccccc34)n2)cc1 | -2% | -3% | -1% | 5% | -3% | x | -5% | -17% | -9%
CCOC(=O)C1C(=O)NC(N2CCc3ccccc32)=NC1c1ccccc1 (stereo not given) | -16% | 5% | -4% | 1% | -1% | -6 | -9% | -6% | -4%
CCN1C(=O)/C(=C2\SC(=S)N(c3c(C)n(C)n(-c4ccccc4)c3=O)C2=O)c2ccccc21 | -4% | 7% | -3% | 24% | 11% | 2 | -8% | -15% | -1%
COc1ccccc1-c1nc(S(=O)(=O)c2ccccc2)c(N2CCC(C)CC2)o1 | -13% | -29% | x | -2% | i | -8 | 56%[activator] | -18% | -9%
CCc1cccc(CC)c1-n1c(SCC(=O)N2CCCc3ccccc32)nc(O)cc1=O | 45µM* | x | 13% | u | -12% | u | x | -16% | x
CCN1CCN(CC2COc3ccccc3O2)CC1 (stereo not given) | 9% | 20% | 3% | -11% | -1% | 7 | 4% | -6% | -3%
O=C(NCC1(N2CCCCC2)CCCCC1)c1cccc(S(=O)(=O)Nc2ccccc2Cl)c1 | -2% | x | x | -8% | -4% | -12 | x | -12% | x
CCOC(=O)c1cc2c(=O)n3ccccc3nc2n(Cc2ccco2)c1=NC(=O)c1ccccc1OC | u | u | u | u | -3%&10% | -15&-7 | 40%&64%[activator] | -11%&-6% | -24%&-4%

Screens (PubChem BioAssay)
